# Screening data as filed in PubChem BioAssay.
# N370S GC = qHTS Assay for Inhibitors and Activators of N370S glucocerebrosidase as a Potential Chaperone Treatment of Gaucher Disease; Lysosomal acid glucosylceramidase (Homo sapiens), P04062; N370S GC spleen homogenate, 4MU-glucoside fluorescence; Potency, µM (series often up to 59.4 µM), inactives show at the highest dose activity change, negative = inhibition, usual class: inhibitors; 330,000 compounds, 0.092% hits; AID 2101, 2009;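 further: 0% = full enzyme activity and -100% = no enzyme basal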
# TDP1 block = qHTS Assay for Inhibitors of Tyrosyl-DNA Phosphodiesterase (TDP1). Tyrosyl-DNA phosphodiesterase 1 (Homo sapiens), Q9NUW8. recombinant TDP1, AlphaScreen DNA substrate cleavage. Potency, µM (highest dose often 130 µM), without a hit: at the top dose activity change, negative = inhibition, hits mostly inhibitors. 350,000 compounds, 0.28% hits; further: nearly all actives have a fitted effect of over 40% in size
# Target sequence (Q9NUW8 whole entry, looked up): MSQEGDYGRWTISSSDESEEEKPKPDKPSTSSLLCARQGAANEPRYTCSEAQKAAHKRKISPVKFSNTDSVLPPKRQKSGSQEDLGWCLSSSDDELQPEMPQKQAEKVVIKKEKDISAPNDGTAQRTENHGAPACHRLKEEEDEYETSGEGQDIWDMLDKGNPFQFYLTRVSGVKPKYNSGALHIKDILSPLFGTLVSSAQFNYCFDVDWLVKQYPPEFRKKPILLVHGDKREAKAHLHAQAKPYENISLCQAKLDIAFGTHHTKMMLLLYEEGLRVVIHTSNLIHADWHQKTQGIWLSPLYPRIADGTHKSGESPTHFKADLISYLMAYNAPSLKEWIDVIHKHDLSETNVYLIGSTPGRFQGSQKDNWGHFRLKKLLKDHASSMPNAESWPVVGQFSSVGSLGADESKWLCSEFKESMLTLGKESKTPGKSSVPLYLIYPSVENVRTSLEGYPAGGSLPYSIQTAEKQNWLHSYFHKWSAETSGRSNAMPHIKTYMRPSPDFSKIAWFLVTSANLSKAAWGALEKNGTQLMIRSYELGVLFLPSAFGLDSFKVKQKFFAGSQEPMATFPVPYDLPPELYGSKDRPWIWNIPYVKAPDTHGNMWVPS
#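 Compounds were preincubated with Tdp1 (1 nM final) for 15 min at room temperature before substrate (15 nM final) started a 5 min reaction; beads (10 ug/ml final) were then added for 10 min before AlphaScreen detection.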
# FEN1 inh = qHTS Assay for the Inhibitors of Human Flap endonuclease 1 (FEN1) | P39748 | Recombinant FEN1 flap cleavage, fluorescence, 15 min | Potency, µM (titrated, usually from 114 µM), for inactives: at the highest dose activity change, negative = inhibition, most hits filed as inhibitors | 390,000 compounds, 0.35% hits | AID 588795, 2011; further: nearly all actives have a fitted effect of over 65% in size
# Target sequence (P39748 whole entry, looked up): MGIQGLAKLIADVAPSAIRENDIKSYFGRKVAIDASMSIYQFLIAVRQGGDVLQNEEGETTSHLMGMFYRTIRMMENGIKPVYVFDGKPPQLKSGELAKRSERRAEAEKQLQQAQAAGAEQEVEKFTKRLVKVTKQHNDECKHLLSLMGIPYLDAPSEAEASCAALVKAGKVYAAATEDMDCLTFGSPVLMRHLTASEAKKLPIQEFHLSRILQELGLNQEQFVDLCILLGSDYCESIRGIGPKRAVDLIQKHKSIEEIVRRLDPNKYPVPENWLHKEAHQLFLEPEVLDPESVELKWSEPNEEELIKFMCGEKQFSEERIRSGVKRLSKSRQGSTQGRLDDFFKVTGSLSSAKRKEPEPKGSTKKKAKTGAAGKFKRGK
#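 Steps: FEN1 (10 nM) dispensed; compound added by pin tool; 15 min at room temperature; substrate added to 50 nM final; reads at 0 min and 15 min; data normalized and fitted (four-parameter Hill).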
# * hit, by the source's call; u = inconclusive; x = not tested or not shown; & = joins results of further samples; [ ] = dose if it differs, or a comment. The call rests on the fitted dose curve; in most records, active means well fitted curve in the direction sought with a large enough effect; inconclusive means small, poorly fitted or top-dose-only effect, or another doubt; inactive means no such curve, though single readings can be large; an effect the other way counts as inactive or inconclusive. Unless noted, on the % scale 0 is the no-effect control and ±100 the full control effect; potency means the concentration at half of the fitted maximal effect.
SMILES,N370S GC,TDP1 block,FEN1 inh
CCN1C(=O)C(=O)N(CC(=O)Nc2ccccc2OC(F)F)C1=O,x,1%,19%
CCNc1nc(NCC)nc(Oc2ccc(C(=O)OC)cc2)n1,-3%,x,-15%
O=C(Nc1ccccc1)C1=C[C@@H](c2ccc(Br)cc2)C[C@@H](OCc2ccc(CO)cc2)O1,u,3%,-22%
CC(C)(C)C(=O)CN1C(=O)NC2(CCOc3ccccc32)C1=O (stereo unspecified),-2%,7%,1%
Cc1ccc(C)c(CN2CCCN(CC(=O)Nc3ccc(C)c(C)c3)S2(=O)=O)c1,x,0%,7%
C=CCOc1ccc2ccccc2c1/C=N/O,0%,3%,0%
COC(=O)c1cccc(C23CC4(C2)[C@H](CN(C)[C@@H]4c2ccccc2)C3c2ccc(Cl)nc2)c1 (stereo partly specified),-29%,13%,x
N#Cc1ccc(C(=O)Nc2ccc(Cl)c(-c3nc4cc(Cl)ccc4o3)c2)c(F)c1,x,5%,-12%
O=C(Cn1cnc2ccccc21)N/N=C/c1ccccc1,-4%,5%,19%
NC(=O)c1c(NC(=O)COC(=O)c2ccc(O)c(Cl)c2)sc2c1CCCC2,x,-6%,u
Cc1cccc(N2C(=O)CN(Cc3cccs3)C2=S)c1,-2%,-1%,-1%
NC(=O)c1ccc(NC(=O)c2cc(S(=O)(=O)N3CCCCC3)ccc2N2CCOCC2)cc1,x,1%,-10%
Cc1cccc(NC(=O)C(=O)NCC2CCCO2)c1 (stereo unspecified),-4%,5%,9%
CC(=O)c1cc(-c2nc3ccccc3n2C)n(C)c1,-10%,2%,3%
COC(=O)c1sc(NC(=O)c2cc(C)on2)nc1C,-9%,4%[56.1 µM],19%
O=C1C2CC=C(Cl)CC2C(=O)N1CC1Cc2ccccc2CO1 (stereo unspecified),1%,0%,6%
O=C(NCCCNC(=O)C(F)(F)C(F)F)C(F)(F)C(F)F,2%,6%,4%
Cc1cc(-c2ccc(C(=O)O)s2)cnc1N,u,2%,-4%
CCOc1cc2[nH]c(=S)n(CCN3CCCCC3C)c(=O)c2cc1OCC (stereo unspecified),9%,5%,-1%
Cc1nc2ccc(NC(=O)c3cccc(S(=O)(=O)N4CC(C)OC(C)C4)c3)cc2s1 (stereo unspecified),-4%,5%,1%

# Two of these compounds, set out differently.
O=C(Nc1ccccc1)C1=C[C@@H](c2ccc(Br)cc2)C[C@@H](OCc2ccc(CO)cc2)O1
  N370S GC = u
  TDP1 block = 3%
  FEN1 inh = -22%
CC(C)(C)C(=O)CN1C(=O)NC2(CCOc3ccccc32)C1=O (stereo unspecified)
  N370S GC = -2%
  TDP1 block = 7%
  FEN1 inh = 1%

# 3 structures out of the list, sorted by heavy-atom count, lowest first.
SMILES,N370S GC,TDP1 block,FEN1 inh
Cc1cccc(NC(=O)C(=O)NCC2CCCO2)c1 (stereo unspecified),-4%,5%,9%
O=C(Cn1cnc2ccccc21)N/N=C/c1ccccc1,-4%,5%,19%
CCOc1cc2[nH]c(=S)n(CCN3CCCCC3C)c(=O)c2cc1OCC (stereo unspecified),9%,5%,-1%

# (next part)
SMILES,N370S GC,TDP1 block,FEN1 inh
COc1ccc(S(=O)(=O)NC(C)C(=O)NC2CC2)cc1C (stereo unspecified),-19%,2%,4%
COC(=O)[C@@H]1C[C@@]2(O)[C@H](O)[C@H](O)[C@H](O)C[C@H]2N1Cc1ccc(N2CCN(C)CC2)cc1,-17%,7%,x
CCc1cccc(NC(=O)Cn2c(C(=O)OC)cc3occc32)c1,x,6%,4%
CCOC(=O)c1cc(-c2ccccc2)n(-c2cccc(C(=O)Nc3ccc(OCC)cc3)c2)c1C,x,-8%,0%
CCC(=O)N1CCN(c2ccnc3cc(Cl)ccc23)CC1,5%,4%,15%
NC(=O)Cc1nc(-c2ccccc2)cs1,1%,5%,-9%
C=Cc1ccc(CSc2nnc(C)n3c2cc2occc23)cc1,x,3%,-19%
COc1ccccc1C(=O)NNC(=O)c1cccc(O)c1,5%,x,-1%
CN(C)S(=O)(=O)c1cccc(NC(=O)COc2ccc3ccccc3c2)c1,x,0%,-7%
N#C/C(=C(/O)CN1CCCCC1)c1nc(-c2ccc(Cl)cc2)cs1,3%,4%,6%
Cc1cnc(NC(=O)C2CC(=O)N(c3ccc4c(c3)OCCO4)C2)s1 (stereo unspecified),x,-3%,-4%
COC(=O)[C@@H](NC(=O)O[C@H]1C(=O)c2ccc(OC)cc2O[C@@H]1c1ccc2c(c1)OCO2)C(C)C,-9%&10%,9%&3%,x
CCOC(=O)C(CC(=O)O)NCc1ccco1 (stereo unspecified),6%,8%,-3%
O=C(NC(=S)N1CCN(c2ccc(F)cc2)CC1)c1cccs1,25%,0%,3%
COc1ccc(C2(C)NC(=O)N(CC(=O)NCc3ccccc3)C2=O)cc1OC (stereo unspecified),-1%,x,2%
COc1ccc(C(=O)Nn2c(C)nc3ccccc3c2=O)cc1OC,-8%,x,-13%
CC(C)(C)OC(=O)NCc1ccc(NC(=O)c2nc[nH]c2C(=O)NCCNC(=O)c2[nH]cnc2C(=O)Nc2ccc(CNC(=O)OC(C)(C)C)cc2)cc1,x,0%,-9%
CCCOC(=O)c1c(NC(=O)CSc2nc(-c3ccco3)cc(C(F)(F)F)n2)sc(C(=O)OC)c1C,3%,2%,13%
COc1ccc(CNC(=O)N2CCN(S(=O)(=O)c3ccccc3)CC2)cc1,3%,4%[0.0935 µM],4%
CC(=O)Cc1nsc(Nc2cccc(C)c2)n1,-10%,-4%,1%
CC(C)(C)c1csc(NC(=O)c2ccccc2O)n1,u,x,0%
CCC(=O)N1c2ccccc2NC2=C(C(=O)CCC2)C1c1ccc(N(C)C)cc1 (stereo unspecified),13%,-3%,1%
COCCNC(=S)N(CCc1c(C)[nH]c2ccc(F)cc12)Cc1cccs1,23%,7%,u
CN(C)Cc1c(C(=O)N/N=C/c2cccnc2)nnn1-c1nonc1N,-6%,1%,-17%
Cc1cccc(Cn2cnc3c(cnn3-c3ccc(Cl)cc3)c2=O)c1,x,-5%,-6%
CC(Oc1cccc(Cl)c1)C(=O)Nc1cc(Cl)ccc1N1CCOCC1 (stereo unspecified),0%,-5%,-8%
COc1ccc(NC(=O)CSc2nc3c(c(=O)[nH]2)CCC3)cc1,x,9%,-4%
O=C(C1CC1)N1CCN(c2ccnc3cc(Cl)ccc23)CC1,-25%,0%,3%
CCCNc1nc(Nc2ccc(C)c(Cl)c2)c2cnn(C)c2n1,u,x,-16%
Cc1cc(NS(=O)(=O)c2ccc(NC(=O)COc3c(C)ccc(C)c3C)cc2)nc(C)n1,x,-1%,-18%
COc1ccc(NC(=O)CSc2nnc3ccc(-c4cccnc4)nn23)cc1OC,-2%,6%,9%
COc1ccc(OC)c(NC(=O)c2nnn(CC(=O)Nc3ccc(C(C)C)cc3)c2N)c1,x,-4%,4%
N#Cc1ccccc1OCC(=O)N1N=C(c2cccs2)CC1c1ccco1 (stereo unspecified),x,4%,-9%
COc1cccc(N2CCN(c3nc(C)cc(=O)[nH]3)CC2)c1,-5%,x,18%
CCC(=O)N1CCc2cc(CNC(=O)c3ccc(C#N)cc3)ccc21,x,2%,-4%
O=C(Nc1ccccc1C(F)(F)F)c1ccccc1Br,4%,-6%,-1%
Cc1ccc(/C=N/NC(=O)CSc2nnc(-c3ccccc3)n2-c2ccc(Cl)cc2)o1,-1%,6%,10%
Nc1csnc1C(=O)O,8%,x,7%
Nc1nc2ccccc2n1C(=O)c1ccccc1,11%,1%,-1%
COc1cc(NC(=O)Cn2c(-c3ccccc3)cc(C(C)=O)c2C)cc(OC)c1,x,2%,15%
O=C(COC(=O)CSc1ccc(Cl)cc1)Nc1ccccc1,x,-9%,1%
CC(C)(C)OC(=O)N/N=C/c1ccc(C(=O)O)cc1,-3%,-4%,-2%
FC(F)(F)COc1nc(N2CCCCC2)nc(N2CCNCC2)n1,-8%,0%,-3%
CCn1ccc(C(=O)Oc2ccc(Cl)cc2)n1,1%,0%,0%
COc1cccc(NC(=O)c2cnn(-c3ccccc3)c2C)c1,-1%,4%,-10%
Cc1ccnc2nc(C(=O)OCC(=O)Nc3ccc4c(c3)OCCO4)nn12,x,1%,-2%
Cc1csc(=O)n1CCC(=O)OC(C)C(=O)NCc1ccccc1 (stereo unspecified),x,-1%,2%
COC(=O)Cc1ccc(NC(=S)NC2CC2)cc1,5%,x,-6%
CC1CCCCN1C(=O)COC(=O)c1cc(-c2cccs2)nn1-c1ccccc1 (stereo unspecified),x,1%,10%
Cc1ccc2oc(=O)n(Cc3ccccc3)c2c1,-4%,-3%,-14%
O=C1CN(C(=O)COc2ccc(F)cc2Cl)c2ccccc2N1,7%,1%,27%
Cc1ccccc1CNC(=O)Nc1ccc2c(c1)N(C)C(=O)c1ccccc1S2,x,9%,-7%
CCOCCCNC(=O)CN1C(=O)/C(=C\c2ccc(C)cc2)Sc2ccccc21,20%,0%,-4%
COc1ccc(OCCN2C(=O)c3cccc(N)c3C2=O)cc1,1%,x,-1%
CN(C)C(CNC(=O)CCCN1C(=O)c2cccc3cccc(c23)C1=O)c1ccccc1 (stereo unspecified),-6%,5%,-23%
COc1ccc(-c2nc(CCNC(=O)c3ccccc3)cs2)cc1OC,x,4%,7%
COc1cccc2c1OCC(C(=O)Nc1nccs1)=C2,-10%,x,-10%
Nc1[nH]n2c(=O)cc(-c3ccccc3)nc2c1N=Nc1ccc(S(N)(=O)=O)cc1,-27%,6%,-25%
CN(C)c1ccc(NC(=O)N2CCOCC2)cc1,7%,-5%[56.1 µM],-9%
COc1ccc(CNS(=O)(=O)c2cc3c4c(c2)CCN4C(=O)CC3)cc1,-2%,-4%&1%,4%&13%

# Seven neighbouring records out of the list so far:
SMILES,N370S GC,TDP1 block,FEN1 inh
COc1ccc(OCCN2C(=O)c3cccc(N)c3C2=O)cc1,1%,x,-1%
CN(C)C(CNC(=O)CCCN1C(=O)c2cccc3cccc(c23)C1=O)c1ccccc1 (stereo unspecified),-6%,5%,-23%
COc1ccc(-c2nc(CCNC(=O)c3ccccc3)cs2)cc1OC,x,4%,7%
COc1cccc2c1OCC(C(=O)Nc1nccs1)=C2,-10%,x,-10%
Nc1[nH]n2c(=O)cc(-c3ccccc3)nc2c1N=Nc1ccc(S(N)(=O)=O)cc1,-27%,6%,-25%
CN(C)c1ccc(NC(=O)N2CCOCC2)cc1,7%,-5%[56.1 µM],-9%
COc1ccc(CNS(=O)(=O)c2cc3c4c(c2)CCN4C(=O)CC3)cc1,-2%,-4%&1%,4%&13%

# Continued.
SMILES,N370S GC,TDP1 block,FEN1 inh
CCOc1ccc(-n2c(Cc3ccccc3)nnc2SCc2nc(-c3ccccc3C)no2)cc1,x,1%,-4%
Cc1ccc(C(=O)O/N=C(\N)c2ccccn2)c(Cl)c1,7%,x,19%
Cc1c(N=Cc2c(O)n(Cc3ccco3)c(=O)c3ccccc23)c(=O)n(-c2ccccc2)n1C,0%&0%,8%&0%,4%
COc1ccc(OC)c(S(=O)(=O)Nc2ccc(-c3ccc4nncn4n3)cc2)c1,-6%,-9%,4%
CCN(Cc1nc2cc(Cl)ccc2c(=O)[nH]1)C(=O)COc1ccccc1Cc1ccccc1,x,1%,-30%
CCOc1cnn(-c2ccccc2)c(=O)c1Cl,-4%,x,-4%
Cc1ccc(NC(=O)C2CCCN2C(=O)NC2CCCCC2)c(C)c1 (stereo unspecified),7%,-5%,-16%
COc1ccccc1C(=O)NCCC(=O)Nc1cccnc1,-3%,3%,22%
COCCCNC(=O)c1c(NC(=O)Cc2coc3cc(C)cc(C)c23)sc2c1CCCC2,x,5%,9%
Cn1nc(C(=O)N2CCN(c3ccc(F)cc3)CC2)c2c1-c1ccccc1S(=O)(=O)C2,-3%,3%,-12%
CC1CCN(S(=O)(=O)c2ccc3c(c2)oc(=O)n3CC(=O)NCc2ccc(F)cc2)CC1,x,12%,-3%
CCOc1ccccc1NC(=O)c1ccccc1NC(=O)c1ccco1,-2%,x,0%
O=C(c1cc(=O)[nH]c2ccccc12)N1CCN(c2ccccc2)CC1,-4%,-3%,4%
CCn1c(SCC(=O)Nc2nc(-c3ccc(C)cc3)cs2)nnc1-c1ccccc1,21%,3%,4%
CCN1C(=O)/C(=C\C=C2/C=CC=CN2CC)SC1=S,-7%,3%,-13%
CCc1c(C)sc2c1CCN(Cc1ccccc1C#N)C2c1ccccc1 (stereo unspecified),x,1%,12%
COc1ccc(C(=O)NCCCc2nc3ccccc3n2Cc2cc(C)ccc2C)cc1OC,-13%,3%,-12%
COc1ccccc1NC(=O)c1c(C)cc(=O)oc1C,1%,2%,-7%
CC(CC(=O)Nc1ccc(Cl)c([N+](=O)[O-])c1)c1ccccc1 (stereo unspecified),-3%,-4%,-12%
CCSc1ncc(/C=N/Nc2ccc(Cl)cc2)n1C,u,13%,-22%
CNS(=O)(=O)c1cccc(C(=O)OCC(=O)N2c3ccccc3CC2C)c1 (stereo unspecified),18%,0%,-6%
CC(NCC(=O)Nc1ccccc1C(=O)NC1CC1)c1cccc(Cl)c1 (stereo unspecified),3%,3%,1%
